Screening data deposited in PubChem BioAssay by The Scripps Research Institute Molecular Screening Center.
GPR151 activ: activators of human GPR151, primary screen, cell-based, PathHunter beta-arrestin, luminescence; G-protein coupled receptor 151 (Homo sapiens), Q8TDV0; PathHunter beta-arrestin GPR151 cells; activation, % at 11.2 µM; 650,000 compounds, 1% hits; in the data active means activation above about 4.9%;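 further: 0% = median of compound wells and 100% = cells with positive control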
Target sequence (Q8TDV0 whole entry, looked up): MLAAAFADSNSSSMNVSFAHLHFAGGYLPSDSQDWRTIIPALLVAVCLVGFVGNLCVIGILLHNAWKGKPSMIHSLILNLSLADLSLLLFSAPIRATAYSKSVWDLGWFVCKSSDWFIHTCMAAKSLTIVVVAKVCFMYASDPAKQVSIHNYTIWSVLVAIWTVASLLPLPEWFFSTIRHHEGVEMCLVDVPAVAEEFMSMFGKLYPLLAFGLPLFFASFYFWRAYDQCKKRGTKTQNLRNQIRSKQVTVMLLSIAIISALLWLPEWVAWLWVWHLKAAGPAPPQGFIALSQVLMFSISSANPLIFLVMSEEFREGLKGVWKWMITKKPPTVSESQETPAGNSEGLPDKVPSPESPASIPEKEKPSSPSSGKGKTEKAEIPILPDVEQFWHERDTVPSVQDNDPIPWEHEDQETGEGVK
TEAD-YAP block: TEAD-YAP interaction inhibition, primary screen, TEAD-YAP interaction inhibitor project, luminescence, HEK-TIYL cells; TEAD-Gal4/YAP UAS-luciferase luminescence; inhibition, % at 9.12 µM; 640,000 compounds, 1.4% hits; in the data active means inhibition above about 32%;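 further: 0% = median of test compound wells and 100% = reference inhibitor wells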
FBW7 act: FBW7 E3 ligase activators, primary screen, biochemical, AlphaScreen, human; normalized activity (activation), % at 26.1 µM; F-box/WD repeat-containing protein 7 (Homo sapiens), Q969H0; AID 1259310, 2017; 650,000 compounds, 0.13% hits; AlphaScreen FBW7–phospho-cyclin E peptide binding, activator screen; in the data active means normalized activity above about 1.9%;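 further: purified mutant Fbw7 with reduced substrate affinity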
Target sequence (Q969H0 whole entry, looked up): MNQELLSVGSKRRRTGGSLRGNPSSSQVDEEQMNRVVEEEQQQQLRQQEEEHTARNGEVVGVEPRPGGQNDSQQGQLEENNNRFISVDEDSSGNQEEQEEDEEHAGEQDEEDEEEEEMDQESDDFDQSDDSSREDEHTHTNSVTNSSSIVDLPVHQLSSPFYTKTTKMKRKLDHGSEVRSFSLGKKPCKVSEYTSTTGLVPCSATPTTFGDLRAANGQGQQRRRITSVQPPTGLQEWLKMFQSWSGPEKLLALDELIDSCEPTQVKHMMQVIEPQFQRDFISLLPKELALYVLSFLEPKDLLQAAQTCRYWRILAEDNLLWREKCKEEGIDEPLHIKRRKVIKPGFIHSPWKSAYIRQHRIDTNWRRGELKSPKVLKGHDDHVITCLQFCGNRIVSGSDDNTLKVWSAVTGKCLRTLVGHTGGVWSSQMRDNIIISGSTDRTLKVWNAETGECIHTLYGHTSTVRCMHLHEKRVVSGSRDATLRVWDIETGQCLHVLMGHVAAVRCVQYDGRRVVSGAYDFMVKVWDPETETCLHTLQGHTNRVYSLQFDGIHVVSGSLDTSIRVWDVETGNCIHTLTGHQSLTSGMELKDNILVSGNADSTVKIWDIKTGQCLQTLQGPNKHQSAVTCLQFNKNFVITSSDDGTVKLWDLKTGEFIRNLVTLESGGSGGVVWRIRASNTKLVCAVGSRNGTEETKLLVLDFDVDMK
MITF primary: MITF inhibitors, primary screen, biochemical, AlphaScreen, human | Microphthalmia-associated transcription factor (Homo sapiens), O75030 | AlphaScreen MITF homodimerization, bead proximity signal | inhibition, % at 2.6 µM | 650,000 compounds, 0.91% hits; in the data active means inhibition above about 50%;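 further: 0% = vehicle wells with protein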
Starred values were filed as active, the others as inactive; . = no result given; & = joins results of further samples; ! = not active in a repeat.

SMILES	GPR151 activ	TEAD-YAP block	FBW7 act	MITF primary
COc1ccc(C(=O)Nc2ccc(NC(C)=O)cc2)cc1	0.7	-10.6	0.1	14.3
CCOC(=O)c1ccc(N)cc1	-0.4&-1.9	1.0	0.3&-0.1	9.1&-21.8
CC1(C)Cc2c(sc(NC(=S)NC(=O)c3ccccc3)c2C(=O)O)CO1	-2.3	-8.0	0.1	10.0
c1cc(OCCN2CCCCC2)cc(-c2n[nH]c3ccc(-c4ncn[nH]4)cc23)c1	-0.3	24.0	-0.3	4.2
C[C@@H]1CC2C3C[C@H](F)C4=CC(=O)C=C[C@]4(C)[C@@]3(F)[C@@H](O)C[C@]2(C)[C@@]1(O)C(=O)COC(=O)C(C)(C)C (some centres undefined)	-1.5	-11.2	0.5	17.6
CN(C)CCOC(C)(c1ccccc1)c1ccccn1 (centres undefined)	0.1&0.8&-1.4&0.9	-5.6&5.8&-5.7	0.0&-0.1&0.2&0.0	7.1&13.7&5.4&13.4
CN1CCOC(c2ccccc2)c2ccccc2C1 (centres undefined)	-0.9&-1.4&0.1	8.9&1.4	0.1&-0.1&0.0	14.0&3.4&0.3
C[C@H](CCC(=O)O)[C@H]1CCC2C3C(CC[C@@]21C)[C@@]1(C)CC[C@@H](O)C[C@H]1C[C@@H]3O (some centres undefined)	-1.1&-1.2	-4.1&3.1	0.0&-0.1	-7.8&-6.6
Cc1c(NC(=O)c2cccnc2)c(=O)n(-c2ccccc2)n1C	0.6&2.7	0.0	-0.2&0.0	-13.2&10.1
CC(C)C(=O)Nc1cccc(C(F)(F)F)c1	-0.9	-2.7	0.3	7.4
OCCN1CCN(CCCN2c3ccccc3Sc3ccc(Cl)cc32)CC1	4.4&0.1&0.7&0.2	2.9&-3.0	-0.2&-0.3&-0.1&0.7	18.2&-0.5&-3.0&24.4
O=C(CCNNC(=O)c1ccncc1)NCc1ccccc1	-0.7&0.4&-1.1&-0.1&-0.1	8.3&-5.8&-14.3&2.5	0.1&0.0&-0.1&-0.1&-0.1	7.0&-5.1&-3.0&-5.0&-5.1
CCCNC(C)C(=O)Nc1c(C)csc1C(=O)OC (centres undefined)	2.0	.	0.0	-16.7
CCC(=O)N1CCC(C(=O)O)CC1	-0.8	16.1	0.1	4.3
CCN(CC)CCNC(=O)c1cc(Cl)c(N)cc1OC	6.6*!	-7.2&-1.8	0.0&-0.1&-0.1&0.3	6.3&-1.3&-2.3&15.6
CC(C(=O)O)c1ccc(C(=O)c2cccs2)cc1 (centres undefined)	-0.3&-3.9	-3.1	0.1&0.1	13.3&11.8
Cc1oc(=O)oc1CN1CCN(c2cc3c(cc2F)c(=O)c(C(=O)O)c2n3C(C)S2)CC1 (centres undefined)	-0.4	3.7	0.0	12.8
COc1ccc(C(=O)NCc2ccc(OCCN(C)C)cc2)cc1OC	-1.2&-2.3&4.6	-5.6&-8.7	-0.1&0.1&0.1	2.8&2.1&-1.6
CC(N)C1CCC(C(=O)Nc2ccncc2)CC1 (centres undefined)	-1.5	1.1	0.0	31.8
COc1ccc(/C=C/C(=O)Nc2ccccc2C(=O)O)cc1OC	-10.5&-10.7&-10.2&-9.3&-11.5	83.6*	0.0&0.2&-0.1&0.1	1.4&0.1&9.5&-3.2&-4.8
C=CC1=C(C(=O)O)N2C(=O)[C@@H](NC(=O)/C(=N\O)c3csc(N)n3)[C@H]2SC1 (stereo in doubt)	0.9&-1.3	-8.3&10.4	-0.2&-0.1	58.8*
CC(=O)O[C@]1(C(C)=O)CCC2C3C=C(Cl)C4=CC(=O)[C@@H]5C[C@@H]5[C@]4(C)C3CC[C@@]21C (some centres undefined)	0.8	-8.8	0.5	-15.6
O=C(O)CCC(=O)Nc1nc(-c2ccc(F)cc2)cs1	-1.6	4.1	-0.1	12.9
CC12CCC(CC1)C(C)(C)O2	-1.2	-3.8	0.2	8.2
CC1COc2c(N3CCN(C)CC3)c(F)cc3c(=O)c(C(=O)O)cn1c23 (centres undefined)	2.0&-0.9&-0.5&-1.1&1.0	0.3&-4.9	-0.1&-0.1&-0.1&0.0	-6.4&20.3&7.3&13.8

Further compounds
SMILES	GPR151 activ	TEAD-YAP block	FBW7 act	MITF primary
CN1CCN(C(c2ccccc2)c2ccccc2)CC1	-0.1&0.4	-2.7	-0.1&0.0	-5.2&10.1
CC(=O)c1ccc(S(=O)(=O)NC(=O)NC2CCCCC2)cc1	-1.2&-1.2&1.3	8.1&2.8	-0.1&-0.1&0.2	-3.2&5.7&-10.9
CN(C(=O)CCCOc1ccc2[nH]c(=O)ccc2c1)C1CCCCC1	-0.2&0.0	-5.5	0.6&0.1	-1.1&2.7
Cc1cc(-c2ccccc2)nnc1NCCN1CCOCC1	-2.2&0.5	-2.8	-0.1&0.0	-12.6&8.8
COCCCOc1cc(C[C@@H](C[C@H](N)[C@@H](O)C[C@H](C(=O)NCC(C)(C)C(N)=O)C(C)C)C(C)C)ccc1OC	1.0	-7.3	-0.1	-3.8
OC(C#CCN1CCCC1)(c1ccccc1)c1ccccc1	0.3	2.0	0.2	0.1
O=C1c2ccc(O)c(O)c2C(=O)c2c(O)ccc(O)c21	1.5	2.1	0.9	66.2*
Fc1ccc(/C=N/Nc2nnc(Cl)c3ccccc23)cc1	2.0	-27.0	0.6	-2.8
C[C@H]1[C@H](C)CC[C@]2(C(=O)O)CC[C@]3(C)C(=CCC4[C@@]5(C)C[C@@H](O)[C@H](O)[C@@](C)(CO)C5CC[C@]43C)[C@H]12 (some centres undefined)	2.3	0.5	0.0	10.4
C=C[C@H]1CN2CC[C@H]1C[C@@H]2[C@@H](O)c1ccnc2ccc(OC)cc12	-0.2&1.5&-2.0	3.5&8.2	-0.1&0.0&0.5	-1.1&-0.5&0.2
C1CCC(C(CC2CCCCN2)C2CCCCC2)CC1 (centres undefined)	0.8&2.7	-3.4	-0.2&0.1	-3.7&-1.6
CCN1CCN(CCCNC(=O)c2cc3c(s2)-c2c(C)cccc2OC3)CC1	-0.1	3.5	-0.2	-12.1
Cn1c(=O)c2c(ncn2CC2OCCO2)n(C)c1=O	0.3&-0.1	2.2	0.2&-0.1	13.3&-0.6
CC(COc1ccccc1)NC(C)[C@H](O)c1ccc(O)cc1 (some centres undefined)	0.5	13.6	0.0	7.9
Cc1nc2ccccn2c(=O)c1CCN1CCC(C(=O)c2ccc(F)cc2)CC1	9.9*!	-3.0&1.4&5.5	0.7&0.1&-0.1&0.0	6.6&8.0&7.3&-13.0
O=S(=O)(c1cccc2cnccc12)N1CCCNCC1	9.3*!	13.6	-0.2&0.2	0.3&13.4
CC(C)(C)c1ccc(C2=N/C(=C\c3ccc(OCc4ccccc4)cc3)C(=O)O2)cc1	-0.7	-3.3	0.5	5.4
c1ccc(CC2=NCCN2)cc1	-1.1&-0.8&0.5	0.8	0.1&0.1&0.1	-17.0&4.7&-6.8
C[C@@H](N)C1CCC(C(=O)Nc2ccncc2)CC1 (some centres undefined)	0.6	7.3	0.4	9.9
CC(=O)c1ccc2c(c1)N(CCCN(C)C)c1ccccc1S2	2.1&-0.8	1.2	0.2&0.1	22.1&9.3
CC(=O)C1=C(C)NC(=S)NC1c1cc(Br)ccc1OCC(=O)O (centres undefined)	-1.2	6.1	0.2	12.6
CCC1Nc2cc(Cl)c(S(N)(=O)=O)cc2S(=O)(=O)N1 (centres undefined)	1.3	-2.8	0.1	0.7
CC(C)C1C(=O)N(S(C)(=O)=O)[C@@H]2CCN(C(=O)/C=C/CN3CCCCC3)[C@@H]12 (some centres undefined)	-1.0	.	0.0	-3.4
COc1ccc(C(=O)CC(=O)c2ccc(C(C)(C)C)cc2)cc1	-0.4	-6.4	0.1	3.4
Cn1c(=O)c2[nH]c(Br)nc2n(C)c1=O	-2.0	8.4	0.2	1.8

6 compounds from above, showing only FBW7 act and MITF primary.
SMILES,FBW7 act,MITF primary
C1CCC(C(CC2CCCCN2)C2CCCCC2)CC1 (centres undefined),-0.2&0.1,-3.7&-1.6
Cc1cc(-c2ccccc2)nnc1NCCN1CCOCC1,-0.1&0.0,-12.6&8.8
c1ccc(CC2=NCCN2)cc1,0.1&0.1&0.1,-17.0&4.7&-6.8
C=C[C@H]1CN2CC[C@H]1C[C@@H]2[C@@H](O)c1ccnc2ccc(OC)cc12,-0.1&0.0&0.5,-1.1&-0.5&0.2
OC(C#CCN1CCCC1)(c1ccccc1)c1ccccc1,0.2,0.1
Cn1c(=O)c2[nH]c(Br)nc2n(C)c1=O,0.2,1.8

(more compounds)
SMILES	GPR151 activ	TEAD-YAP block	FBW7 act	MITF primary
O=C(NCCc1c[nH]c2ccccc12)c1cccnc1	0.2	-12.3	-0.1	-1.5
O=C(COc1ccc(Cl)cc1)NCCO	-0.5	-7.3	-0.3	-5.1
Cc1ccc(CN2CCN(Cc3cccc4nccnc34)CC2CCO)cc1 (centres undefined)	6.7*	-4.9	0.4	-1.1
CS(=O)(=O)c1ccc(N2CCC3(CC2)OCCO3)cc1	1.3	-12.8	0.3	-11.9
C[C@]12CCC(=O)C=C1CC[C@@H]1[C@@H]2CC[C@@]2(C)[C@H]1CC[C@]2(O)C(=O)CO	-2.6	2.7	0.1	-42.6
CCOc1ccc(C(=O)OCCN(CC)CC)cc1	-0.5	-1.1	-0.1	6.4
Oc1ccc(/C=C/c2cc(O)cc(O)c2)cc1	-6.2&-4.3&2.1&-1.2&-5.3&-7.1&-2.6	89.1*!	0.5&0.0&0.1&0.0&0.1&-0.2	-6.3&18.0&-16.1&-8.8&9.5&2.8&0.1
CC[N+](C)(CC)CCOC(=O)C(O)(c1ccccc1)C1CCCCC1 (centres undefined)	1.4&-0.1	6.5&-6.5	0.1&-0.1	10.7&-2.5
O=C(O)CCC/C=C\C[C@@H]1[C@@H](CCC(=O)CCc2ccccc2)[C@H](O)C[C@@H]1O	4.4	.	.	-0.7
CCC(C)n1ncn(-c2ccc(N3CCN(c4ccc(OCC5COC(Cn6cncn6)(c6ccc(Cl)cc6Cl)O5)cc4)CC3)cc2)c1=O (centres undefined)	-0.4&0.4&1.0	5.3&1.5	0.1&0.1&0.0	-6.2&-5.0&-4.2
COc1cc2c(cc1OC)C(=O)C(CC1CCN(Cc3ccccc3)CC1)C2 (centres undefined)	1.0&-0.7	-18.6&-38.4	0.0&-0.2	3.5&-28.5
CCCn1cnc2c1c(=O)n(CCCCC(C)=O)c(=O)n2C	-0.3&-0.9	4.2&-7.6	0.3&0.0	13.8&-6.2
CCCCCCCCCCCCCCC[C@H](O)[C@H](N)CO	0.9	11.6	-0.1	-10.4
CC[n+]1c(C)sc2cc(OC)ccc21	1.8	6.9	-0.2	-0.1
O=C(O)CCC/C=C\C[C@@H]1[C@@H](CC[C@@H](O)CCc2ccccc2)[C@H](O)C[C@@H]1O	2.1	.	.	-12.2
CC(Oc1ccc(Cl)cc1Cl)C(=O)NCCO (centres undefined)	-0.7	1.4	0.0	5.8
CCN(CC)CCOC(=O)C1(c2ccccc2)CCCC1	-0.5	-2.9	0.3	12.3
COc1ccc(S(=O)(=O)N2CCCC2C(=O)Nc2cc(C)cc(C)c2)cc1 (centres undefined)	0.7	5.2	-0.1	-1.0
COc1ccc(CCNc2nc(SCc3ccccc3Cl)nc3ccccc23)cc1OC	0.0	-17.5	-0.1	3.2
CC(COc1ccccc1)NC(C)C(O)c1ccc(O)cc1 (centres undefined)	-2.8&1.7	.	-0.2&0.2	1.8&11.9
CC[n+]1ccc(C)c2cc(F)ccc21	0.2	2.1	0.2	-20.6
COc1ccccc1N1CCN(CCCNc2cc(=O)n(C)c(=O)n2C)CC1	-1.2&0.1&-1.3&2.3&-2.0	-8.0&-0.1&1.8	0.1&0.0&-0.4&-0.2&-0.1	7.1&-3.6&-4.6&-8.4
c1ccc(CN(CC2=NCCN2)c2ccccc2)cc1	-1.8&-1.6&-1.3	-9.4	0.0&-0.1&-0.2	17.8&4.4&0.2
CC(=O)[C@H]1CCC2C3C[C@H](C)C4=CC(=O)CC[C@]4(C)C3[C@@H](O)C[C@@]21C (some centres undefined)	4.7	9.7	-0.1	7.6
O=C(c1ccc(F)cc1)C1CCN(CCn2c(=O)[nH]c3ccccc3c2=O)CC1	-0.1&-0.8&-0.4	1.2	-0.1&0.1&0.3	-4.4&39.8&10.1
NC(N)=NCCC[C@H](N)C(=O)O	-0.6&-0.3	-7.2	0.2&0.0	12.8&-9.8
COc1ccc(N2CN=c3s/c(=C\c4ccccc4)c(=O)n3C2)cc1	3.4	-2.3	0.3	7.2
Cc1nc(-c2ccc(Cl)cc2)oc1COC(C)(C)C(=O)O	-1.1	5.5	-0.1	30.3
COC(=O)c1ccccc1NC(=O)/C=C/c1ccc(Cl)cc1	0.9	-2.6	0.0	5.6

Part of the list above in another layout.
Oc1ccc(/C=C/c2cc(O)cc(O)c2)cc1
- GPR151 activ: -6.2&-4.3&2.1&-1.2&-5.3&-7.1&-2.6
- TEAD-YAP block: 89.1*!
- FBW7 act: 0.5&0.0&0.1&0.0&0.1&-0.2
- MITF primary: -6.3&18.0&-16.1&-8.8&9.5&2.8&0.1
CCCCCCCCCCCCCCC[C@H](O)[C@H](N)CO
- GPR151 activ: 0.9
- TEAD-YAP block: 11.6
- FBW7 act: -0.1
- MITF primary: -10.4
CC[N+](C)(CC)CCOC(=O)C(O)(c1ccccc1)C1CCCCC1 (centres undefined)
- GPR151 activ: 1.4&-0.1
- TEAD-YAP block: 6.5&-6.5
- FBW7 act: 0.1&-0.1
- MITF primary: 10.7&-2.5
CS(=O)(=O)c1ccc(N2CCC3(CC2)OCCO3)cc1
- GPR151 activ: 1.3
- TEAD-YAP block: -12.8
- FBW7 act: 0.3
- MITF primary: -11.9

The list is partial; count on the stated rates, not on these rows.
